# Source: PubChem BioAssay
# Tat transport – blocks Tat-dependent protein export in E. coli | 340,000 tested, 0.036% active | inhibition, % at 10 µM | E. coli MC4100 TorA-mCherry Tat export, fluorescence;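 active = mean replicate inhibition at least 50% and at least half of replicates individually reaching 50%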;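 also: exported cargo escapes ClpAP degradation while cytoplasmic cargo is degraded and loses fluorescence; 0% = median of neutral control wells and 100% = median of NaSCN control wells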
# OPRM1-OPRD1 ag – agonists of human mu-delta opioid receptor heterodimerization; cells, OPRM1-OPRD1 heterodimerization, luminescence; AID 504326; 340,000 tested, 0.3% active; activation, % at 9.3 µM; P35372+P41143; in the data active = activation above about 18%;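 also: 0% = vehicle-treated cells and 100% = reference agonist; values of inactives mirror those of a sister screen read the other way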
# Arrestin-AP2 inh – inhibitors of human beta-arrestin and AP2 interaction. FITC-arrestin peptide / GST-AP2 beads, flow cytometry; AP2 beta2 appendage carries R879A mutation. inhibition, % at 10 µM. 340,000 tested, 0.31% active;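 active = inhibition above a set limit, near 3 SD of compounds lacking own fluorescence, cut at about 54% in these data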;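 also: plate controls were DMSO wells for no effect and 5 µM unlabelled arrestin peptide for full effect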
#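 Measured by: flow cytometry, FL1 (488/535 nm); Material: AP2 appendage R879A on GSH beads; Evaluation: percent response; Timing: pre-incubation 12 min, peptide binding 1 h, room temperature; Also added: 50 nM FITC-arrestin peptide; Medium: PBS with 0.05% Tween 20 and 0.1% BSA.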
# Mot1-301 SUMO – blocks SUMOylation pathway, rescuing yeast Mot1-301 growth; S. cerevisiae Mot1-301 growth rescue, ATP luminescence, 38.5C; percent above DMSO median, 100 means doubled; 320,000 tested, 1% active; growth rescue, % at 18.8 µM; AID 2716;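 active = every valid replicate shows activation above 250% relative to neutral control wells; inactive = the rest, any valid replicate at or below 250%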;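 also: OY570 slx delta 5 strain wells were the positive control but not used for scaling; some compounds called inactive have numbers as strong as hits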
# phage Ecoli inh – E. coli growth loss with phage present; 360,000 tested, 0.26% active; growth absorbance; inhibition, % at 11.9 µM; in the data active = inhibition above about 11%
# E coli growth – counter-screen for AddAB inhibitors: E. coli growth inhibition; inhibition, % at 11.9 µM; AID 449728; E. coli V3065 growth, OD600 absorbance, 18 h; 330,000 tested, 0.27% active;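 active = inhibition above the campaign's mean inhibition across all tested compounds plus 3 SD, cut at about 9.9% in these data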;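 also: uninfected addAB+ strain grown without phage in ampicillin broth; 0% = DMSO wells and 100% = ciprofloxacin 0.95 µg/ml wells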
# OPRM1-OPRD1 inv – inverse agonist of human OPRM1-OPRD1 heterodimerization | inhibition, % at 9.3 µM | cell-based MOR-DOR heterodimer luminescence, inverse agonism | 340,000 tested, 0.21% active | P35372+P41143 | AID 504357; in the data active = inhibition above about 22%, passing the limit was not always enough;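 also: 0% = cells with DMSO and 100% = wells without cells with DMSO; values of inactives mirror those of a sister screen read the other way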
# DSG3 Ab inh – inhibitors of pemphigus antibody binding to human desmoglein-3 | P32926 | binding (percent of control), % at 10 µM | AID 588358 | DSG3-coupled beads, scFv-anti-DSG3-GFP binding, flow cytometry; active compounds read low | 310,000 tested, 0.48% active;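 active = binding more than 3 SD below its plate's average and above zero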;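 also: hits lower antibody fragment binding to DSG3; some compounds called inactive have numbers as strong as hits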
# Target sequence (P32926 whole entry, looked up, the tested form may be a part): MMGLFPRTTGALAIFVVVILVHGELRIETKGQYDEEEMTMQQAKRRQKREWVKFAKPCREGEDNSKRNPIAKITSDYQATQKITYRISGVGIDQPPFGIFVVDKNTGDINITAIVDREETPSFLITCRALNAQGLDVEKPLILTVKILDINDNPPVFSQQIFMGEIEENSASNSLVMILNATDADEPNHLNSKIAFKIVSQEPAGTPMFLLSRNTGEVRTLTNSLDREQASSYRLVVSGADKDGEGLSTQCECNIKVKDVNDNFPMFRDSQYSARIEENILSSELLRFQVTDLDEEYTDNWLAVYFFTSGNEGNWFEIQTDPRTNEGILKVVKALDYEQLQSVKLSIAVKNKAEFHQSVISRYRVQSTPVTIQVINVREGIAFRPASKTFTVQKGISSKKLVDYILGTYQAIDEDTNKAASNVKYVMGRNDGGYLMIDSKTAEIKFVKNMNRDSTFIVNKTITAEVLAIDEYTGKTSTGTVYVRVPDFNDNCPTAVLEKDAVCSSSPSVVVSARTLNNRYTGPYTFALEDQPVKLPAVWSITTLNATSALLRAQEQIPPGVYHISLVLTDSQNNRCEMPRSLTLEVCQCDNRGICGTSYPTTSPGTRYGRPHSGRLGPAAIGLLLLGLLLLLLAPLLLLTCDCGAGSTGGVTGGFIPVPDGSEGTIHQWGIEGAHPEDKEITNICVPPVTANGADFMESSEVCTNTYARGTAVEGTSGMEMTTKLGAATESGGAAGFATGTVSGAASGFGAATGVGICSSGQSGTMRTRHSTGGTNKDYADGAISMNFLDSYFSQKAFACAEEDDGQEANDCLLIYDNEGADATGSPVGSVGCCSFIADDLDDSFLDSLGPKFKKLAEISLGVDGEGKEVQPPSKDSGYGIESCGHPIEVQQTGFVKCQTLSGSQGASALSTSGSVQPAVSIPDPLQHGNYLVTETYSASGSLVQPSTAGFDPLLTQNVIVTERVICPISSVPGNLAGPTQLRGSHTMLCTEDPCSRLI
# PfHsp90 set2 – inhibits growth of yeast expressing Plasmodium falciparum Hsp90 | S. cerevisiae expressing PfHsp90, BacTiter-Glo ATP, 48 h; yeast lacking PDR1 and PDR3 efflux regulators | inhibition, % at 9.4 µM | 310,000 tested, 0.32% active | AID 504621;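 active = every replicate shows inhibition above about 80%, whatever the replicate mean, limit read from the data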;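 also: 0% = DMSO neutral controls and 100% = 20 µM radicicol positive controls; yeast relying on Plasmodium falciparum Hsp90 in place of its own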
# PKA-R1A act – activators of PKA-R1A complex; PKA-R1A dissociation, Cy5-IP20 fluorescence polarization; scaled: DMSO 0%, 113 µM cGMP 100%; activation, % at 11.4 µM; 340,000 tested, 0.083% active; AID 504707;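 active = percent activation above the mean of all tested compounds plus 3 SD, cut at about 19% in these data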;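 also: higher means more PKAc released from R1A so a rise in polarization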
# AddAB inh – less growth of phage-infected E. coli with AddAB; E. coli expressing H. pylori AddAB, absorbance growth; inhibition, % at 11.9 µM; 330,000 tested, 0.29% active; in the data active = inhibition above about 12%;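 also: 0% = vehicle wells of infected cells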
# * hit, by the source's call; · = not tested or not shown. Outcome played no part in choosing rows; 2.8% or so of the library scored in one or more.
molecule	E coli growth	PKA-R1A act	AddAB inh	OPRM1-OPRD1 ag	Arrestin-AP2 inh	Tat transport	OPRM1-OPRD1 inv	phage Ecoli inh	Mot1-301 SUMO	PfHsp90 set2	DSG3 Ab inh
CC(C)(C)OC(=O)NCCC(=O)N/N=C/c1ccc2nccnc2c1	3.9	12	5.0	-1.3	3	2	7	1.0	-7	0	98
C[C@H](CO)N1C[C@H](C)[C@@H](CN(C)C(=O)Nc2ccc(C(F)(F)F)cc2)Oc2c(NC(=O)Nc3ccc(C(F)(F)F)cc3)cccc2C1=O	2.1	3	-0.4	-0.9	28	9	5	4.1	18	-5	104
Cn1c(/C(C#N)=C2/CCCCCN2)nc2ccccc21	0.7	-10	2.1	-0.5	5	-3	2	2.4	2	-6	97
O=C(O)/C(=C\c1ccco1)NC(=O)c1ccco1	0.3	-5	5.0	-4.3	37	-2	20	0.2	-3	7	100
COc1ccc(C(NC(=O)c2ccccc2F)NC(=O)c2ccccc2F)cc1	-0.5	-5	0.9	-0.6	3	-5	4	2.3	-6	-9	95
COc1ccc2c(c1)-c1c(sn(-c3ccc(OC)c(OC)c3)c1=S)C(C)(C)N2	-0.4	-4	0.5	1.6	1	14	-9	2.1	·	5	100
Cn1c(=O)[nH]c(=O)c2c1nc(N1CCOCC1)n2CCc1ccccc1	1.5	0	5.2	-1.2	4	-4	7	3.6	2	15	99
N#Cc1ccc(OCC(O)CN2CCN(c3ncc(C(F)(F)F)cc3Cl)CC2)cc1 (centres undefined)	1.5	0	1.8	5.7	15	-5	-30	3.1	343	-28	102
COc1ccc(NC(=O)CSc2nnc(Cn3c(=O)sc4ccccc43)n2C)cc1	-2.2	-4	4.6	-0.8	0	-11	4	2.4	46	23	113
Cc1cc(Cl)ccc1OCC(=O)NC(=S)Nc1ccccc1N1CCOCC1	2.3	-3	1.9	1.2	1	5	-6	1.1	8	8	110
COc1ccccc1-n1c(=S)[nH]c2c(sc(=S)n2-c2ccccc2)c1=O	2.5	2	1.8	0.3	15	4	-1	1.2	·	·	116
CCN1CCN(C(=O)C2CCN(S(=O)(=O)c3ccc4c(c3)NC(=O)C(C)S4)CC2)CC1 (centres undefined)	-0.1	-3	1.2	-2.9	5	1	15	3.4	-6	-19	·
CC[N+](CC)(CCCCS(=O)(=O)[O-])CCNP1(=O)C=C(c2ccccc2)OC(c2ccccc2)=C1	2.7	-2	3.4	0.7	0	-7	-4	2.5	2	-30	104
CCN(C(=O)COC(=O)c1ccccc1NCc1ccco1)c1c(N)n(Cc2ccccc2)c(=O)[nH]c1=O	·	1	·	-1.5	19	2	6	1.3	·	·	103
CCc1ccc(NC(=O)C2CCN(S(=O)(=O)c3cccs3)CC2)cc1	3.7	-9	7.2	0.1	1	-7	-1	5.9	17	8	89
COc1ccccc1/C=C/C=N/NC(=O)c1ccncc1	-0.3	-9	0.8	0.1	-4	-8	0	3.7	-1	-11	105
COCCCNC(=O)c1ccc2c(=O)n(Cc3ccccc3OC)c(=S)[nH]c2c1	2.2	5	1.5	-1.4	-10	0	6	0.5	-19	4	104
CC(=O)N(c1ccccc1)c1nc(/C=C/C(=O)O)cs1	0.8	6	-1.2	-1.5	-9	0	8	2.2	22	-2	100
CCOc1ccc(NC(=O)CSC2=NN3CCCC(=O)N=C3S2)cc1	-0.2	4	1.7	1.3	4	-13	-7	0.8	7	-22	98
CCc1c(C)nc(N)n2c(SCC(=O)Nc3ccccc3OC)nnc12	-0.5	8	1.1	-1.1	6	0	6	0.7	-18	-11	101
Cc1nn(-c2ccccc2)c2c1C(c1cccc([N+](=O)[O-])c1)N(c1ccccc1)C(=O)N2 (centres undefined)	0.1	-3	1.1	-0.1	-12	7	1	-1.5	-21	-12	94
CC(=O)N1CCN(S(=O)(=O)c2cccc(C(=O)NNC(=O)c3ccc(Br)cc3)c2)CC1	·	2	·	-2.5	2	-13	13	0.7	·	23	105
O=C(c1cc(O)c(O)c([N+](=O)[O-])c1)c1ccccc1F	-0.9	-7	-1.4	-0.8	1	57*	4	3.0	78	1	102
Cn1cccc1C(=O)OCc1cc(Cl)cc2c1OCOC2	-0.6	-5	2.2	2.5	0	7	-15	-0.1	3	-12	108
C=CCN1CC(C)/C(=N\O)CC1C (centres undefined)	2.3	-7	4.0	-1.1	-13	2	6	1.3	-16	11	·
CCOc1ncccc1C(=O)N1CCN(S(=O)(=O)c2ccc3ccccc3c2)CC1	0.0	3	-0.2	2.1	13	-3	-11	0.1	-14	-12	102
CC(C)C(=O)NCCc1nc(-c2ccc(Cl)cc2)no1	-1.5	7	3.4	0.6	15	2	-3	0.0	8	0	96
CCCCn1c(-c2csc3ccccc23)n[nH]c1=S	-4.5	-5	-1.0	-0.3	-9	0	1	2.7	-12	1	101
COc1ccc([C@@H]2CC(=O)c3c(O)cc(O[C@@H]4O[C@H](CO[C@@H]5O[C@@H](C)[C@H](O)[C@@H](O)[C@H]5O)[C@@H](O)[C@H](O)[C@H]4O)cc3O2)cc1O	-1.3	6	1.1	-1.5	0	-2	8	3.3	0	4	105
Cc1sc2ncnc(N3CCC(C(=O)Nc4nnc(CC(C)C)s4)CC3)c2c1C	1.9	4	3.8	5.3	5	-3	-34	4.3	0	·	107
O=C(Nc1nnc(COc2ccccc2F)s1)Nc1ccccc1F	-0.7	5	1.6	9.8	5	-10	-50	1.5	4	-22	108
CS(=O)(=O)N1CCc2cc(NC(=O)c3ccc(Cl)cc3Cl)ccc21	-0.6	-8	3.6	-3.0	3	-1	16	4.8	9	13	96
Cc1noc(C)c1C(=O)NCc1ccco1	-1.1	4	-0.1	-0.5	-6	-3	3	2.5	4	·	104
O=C(COC(=O)C1CC(=O)N(Cc2ccccc2)C1)Nc1cccc([N+](=O)[O-])c1 (centres undefined)	1.7	0	0.8	-0.2	35	-4	1	6.6	-14	14	98
O=C(CCl)NCCN1C(=O)S/C(=C\c2cccnc2)C1=O	1.4	-20	3.9	-1.6	28	9	9	2.4	-5	-9	100
COc1ccc(C2C(C(=O)c3ccc(C)o3)=C(O)C(=O)N2CC2CCCO2)cc1OC (centres undefined)	-0.9	-2	-0.1	0.4	-9	-2	-2	0.2	9	3	110
Oc1cccc2c(NC(=S)Nc3ccc(SC(F)F)cc3)cccc12	-0.7	-8	2.5	5.7	9	-6	-36	4.0	4	-23	86
COc1ccc(CCNC(=O)c2cccc3ccccc23)cc1OC	1.5	2	-1.1	-3.0	-4	-11	14	1.5	-10	6	100
Cc1ccc(NC(=O)CSCC(=O)OC(C)C(=O)Nc2ccccc2C)cc1 (centres undefined)	·	-1	·	0.1	1	-11	-1	-0.8	·	·	107
Cc1cc(C)nc(SCc2ccc(C(=O)N/N=C/c3ccc(C(=O)O)cc3)cc2)n1	2.8	-3	2.5	4.2	7	-2	-21	-0.9	-20	2	27*
CC(NS(=O)(=O)c1ccc([N+](=O)[O-])cc1)C(=O)NN (centres undefined)	1.4	-8	3.9	2.1	-9	2	-10	2.9	-8	-19	100
COc1ccc(Nc2cc(C)nc3ncnn23)cc1Cl	1.2	22*	1.8	-1.2	-5	-2	6	0.5	-3	-4	108
COc1ccc(C(=O)C2CCCN(C(=O)c3cccnc3OC)C2)cc1F (centres undefined)	0.2	4	3.9	-3.0	17	-3	15	1.4	11	23	108
Cc1cc(NS(=O)(=O)c2ccc(NC(=O)Cc3cccs3)cc2)no1	-0.8	-7	-0.3	-2.7	8	5	15	·	-1	-6	·
CCOc1cc(/C=N/NC(=O)CN2CCCCC2)ccc1O	-1.8	-2	-1.1	-2.1	28	0	10	4.1	8	2	117
O=C(CN1C(=O)NC2(CCCC2)C1=O)OCc1ccc(Cl)cc1Cl	1.8	10	0.5	-0.3	-1	-5	2	3.0	2	·	104
O=[N+]([O-])c1ccc2c(c1)nc1n2CCCCC1	-1.3	-3	2.0	-3.5	4	-1	17	5.9	-7	6	100
Cc1ccc(/C=C/C(=O)N2CCN(S(=O)(=O)/C=C/c3ccccc3)CC2)o1	0.0	-9	-1.0	-2.6	-20	-6	14	1.7	-12	12	99
Cc1cccc(NC(=O)CCCNC(=O)c2ccc(Cl)cc2)n1	-1.4	1	2.1	-1.3	23	7	8	2.3	14	2	115
O=C(CSCc1ccc(Cl)cc1Cl)Nc1nccs1	2.1	10	0.2	4.5	0	-1	-32	4.7	16	0	103
O=C(Nc1ccc(OC(F)(F)F)cc1)c1cccc(-n2cnnn2)c1	·	-9	·	-2.1	-4	6	10	5.4	·	-13	103
O=C(c1ccc(NS(=O)(=O)c2cccs2)cc1)N1CCN(c2ccccc2Cl)CC1	-1.0	5	2.2	0.1	6	10	-1	4.2	-9	16	106
O=C(Nc1ccc(Cl)cc1)c1csc(Cc2ccccc2)n1	3.3	-5	-0.7	-2.4	-1	-2	13	4.1	·	19	94
CCCc1cc(=O)oc2c(CN3CCN(C)CC3)c(O)ccc12	0.5	4	1.0	-2.8	-12	-16	16	1.4	-12	11	94
Cc1cc(C(=O)N/N=C2/CC(C)CC(C)(C)C2)c(C)o1 (centres undefined)	-0.7	-14	-1.4	-0.2	7	5	1	3.4	-3	11	96
Cc1ccc(S(=O)(=O)NCCC(=O)Nc2ncccc2O)cc1C	-0.1	-4	-1.0	-1.2	-1	-2	8	0.5	16	-31	103
COc1cc(OC)cc(C(=O)N2CCN(C3CCCCC3)CC2)c1	-3.5	-10	0.8	-4.2	1	7	19	1.5	-2	-2	97
CCOc1ccc(NC(=S)Nc2cccc3cnccc23)cc1	-2.2	-1	-0.5	1.7	2	-9	-9	1.2	11	6	124
CCO[C@H]1OC(C(=O)NCc2ccccc2)=C[C@@H](C)[C@@H]1CCCO	-0.1	-4	-1.1	1.9	6	-11	-10	3.0	-11	-5	101
Cc1nn(-c2ccccc2Cl)c(Cl)c1/C=C(\C#N)C(N)=O	2.8	1	4.5	-0.5	0	1	3	0.4	1	-12	·
